# PI4K2A inh: blocks human PI4K2A kinase activity | Q9BTU6 | purified PI4K2A, ADP-Glo luminescence, 1 h; stronger effect = lower value | activity change, negative = inhibition, % at 76.9 µM | 0.13% of 420,000 active | AID 1346378; in the data active = activity change below about -50%; inconclusive = mostly about -30% to -49%;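 also: -100% = wells without enzyme as full effect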
# Target sequence (Q9BTU6 whole entry, looked up): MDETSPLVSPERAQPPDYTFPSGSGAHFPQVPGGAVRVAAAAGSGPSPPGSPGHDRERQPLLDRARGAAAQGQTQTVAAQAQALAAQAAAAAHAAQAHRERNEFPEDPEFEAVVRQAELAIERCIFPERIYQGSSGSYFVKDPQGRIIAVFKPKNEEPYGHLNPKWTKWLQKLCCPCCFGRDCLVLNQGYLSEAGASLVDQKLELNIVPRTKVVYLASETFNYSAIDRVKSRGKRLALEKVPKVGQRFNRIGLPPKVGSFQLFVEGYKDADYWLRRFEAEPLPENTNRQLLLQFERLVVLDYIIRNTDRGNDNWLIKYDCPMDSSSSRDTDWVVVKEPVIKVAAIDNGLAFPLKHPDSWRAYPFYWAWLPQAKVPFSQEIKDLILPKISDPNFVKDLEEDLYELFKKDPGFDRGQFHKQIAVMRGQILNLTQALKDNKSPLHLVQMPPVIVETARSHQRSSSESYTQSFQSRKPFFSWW
#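 In this quantitative HTS, ADP production by PI4K2A was quantified luminescently after 1 h at ambient temperature; 100 microM adenosine served as plate-quality control.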
# TrxR1 substrate: substrates of rat thioredoxin reductase 1. purified TrxR1 substrate turnover, NADPH consumption readout. Potency, µM (highest dose often 114 µM), for the others: at the highest dose activity change, negative = substrate turnover. 0.01% of 390,000 active; also: potency is read from the fitted curve at half-maximal effect; % is scaled to controls: 0 for no effect and ±100 for the full control effect; nearly all actives have a fitted effect of over 50% in size
# Target sequence (O89049 whole entry, looked up): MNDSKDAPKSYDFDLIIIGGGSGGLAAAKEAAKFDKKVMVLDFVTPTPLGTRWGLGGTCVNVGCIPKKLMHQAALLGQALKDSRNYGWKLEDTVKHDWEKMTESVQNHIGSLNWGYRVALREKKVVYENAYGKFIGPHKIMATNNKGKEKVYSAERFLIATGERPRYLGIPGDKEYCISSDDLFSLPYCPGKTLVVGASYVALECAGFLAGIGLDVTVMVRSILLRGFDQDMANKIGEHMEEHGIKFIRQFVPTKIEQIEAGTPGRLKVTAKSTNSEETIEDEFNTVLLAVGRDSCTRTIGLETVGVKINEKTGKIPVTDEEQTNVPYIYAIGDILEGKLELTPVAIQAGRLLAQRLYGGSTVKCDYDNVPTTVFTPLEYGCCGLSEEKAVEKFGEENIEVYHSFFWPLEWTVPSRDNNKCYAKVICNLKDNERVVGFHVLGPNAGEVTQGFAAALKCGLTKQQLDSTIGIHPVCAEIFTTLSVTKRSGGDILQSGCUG
#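 Rat TrxR1, dispensed at 90 nM, was prereduced with 400 uM NADPH (final) for 5 min at ~22 deg C, then incubated with compound 15 min before 400 uM selenite. A first-read NADPH fluorescence drop versus no-compound background flagged substrates.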
# USP1-UAF1 inh: USP1/UAF1 (human) deubiquitinase inhibition; Potency, µM (top dose mostly 57.1 µM), for inactives: at the top dose activity change, negative = inhibition, actives largely listed as inhibitors; recombinant USP1/UAF1, Ub-Rhodamine cleavage fluorescence; 0.23% of 390,000 active; also: potency is read from the fitted curve at half-maximal effect; % is scaled to controls: 0 for no effect and ±100 for the full control effect; nearly all actives have a fitted effect of over 60% in size; inactives centre near -12
#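 High-throughput fluorogenic screen: 1nM USP1/UAF1 complex, Ub-Rho substrate 150nM final, 50mM HEPES pH 7.8 with 0.5mM EDTA, 0.1 mg/ml BSA, 1mM TCEP and 0.01% Tween-20.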
# Glioma ERSR ind: ER stress response induction in glioma; U87-MG GRP78 promoter luciferase reporter, 16 h; Potency, µM, for inactives: top-dose activation, hits mostly activators; 0.02% of 420,000 active; also: potency is read from the fitted curve at half-maximal effect; series mostly up to about 76 µM; % of control where 0% means no effect; nearly all actives have a fitted effect of over 35% in size
#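 Stably transfected U87-MG glioma cells carrying a GRP78-based luciferase sensor; 16 h compound incubation. Luminescence end-point read 10 min after Bright-Glo addition at room temperature.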
# Vif-APOBEC3F blk: inhibitors of Vif-A3F interaction | HeLa A3F-eYFP + Vif (tagged APOBEC3F with the HIV-1 protein that degrades it), YFP fluorescence increase | Potency, µM (top dose mostly 46.1 µM), for the others: top-dose activity, negative = active | 0.2% of 390,000 active | AID 602313; also: potency is read from the fitted curve at half-maximal effect; % of control where 0% means no effect; nearly all actives have a fitted effect of over 65% in size
#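 HeLa cells stably expressing A3F-eYFP plus Vif, plated and incubated overnight at 37 deg C, then exposed to compounds overnight at 37 deg C. Blocked degradation read as raised yellow fluorescence (Ex 488/Em 500-530).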
# Vif-APOBEC3G blk: inhibitors of Vif-APOBEC3G interaction; Q9HC16; HeLa A3G-eYFP + Vif (tagged APOBEC3G with the HIV-1 protein that degrades it), YFP fluorescence, overnight; 0.076% of 410,000 active; Potency, µM (series often up to 46.1 µM), for inactives: at the top dose activity, negative = active, usual class: inhibitors; AID 602310;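 also: potency is read from the fitted curve at half-maximal effect; % is scaled to controls: 0 for no effect and ±100 for the full control effect; nearly all actives have a fitted effect of over 60% in size; hits raise eYFP signal because A3G escapes Vif-driven loss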
#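 Read-out is eYFP fluorescence (Ex 488/Em 500-530) from Vif-expressing HeLa A3G-eYFP cells; more signal means A3G escaped Vif-mediated degradation. Cells plated overnight, compound pinned in, incubated overnight at 37 deg C.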
# LDHA block: blocks human lactate dehydrogenase A; purified LDHA, NADH/diaphorase-resazurin fluorescence; stronger effect = lower value; activity change, % (values are at about 110 or 230 µM); 0.15% of 480,000 active; in the data active = activity change below about -30%; inconclusive = mostly about -25% to -30%;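 also: plate controls were DMSO wells for no effect and wells without enzyme for full effect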
#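 Human LDH5 (2 nM) was incubated with 0.06 mM NADH and 0.2 mM pyruvate for 5 min at room temperature in Tris pH 7.4. Remaining NADH was coupled through diaphorase/resazurin, and resorufin fluorescence was read at 0 and 20 min.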
# RXFP1 agonist: agonists of human relaxin receptor RXFP1; HEK293T-RXFP1 cAMP TR-FRET, 30 min; response scale: percent of porcine relaxin response, buffer zero; Potency, µM (titrated, usually from 57.5 µM), without a hit: at the top dose activation, actives largely listed as activators; 0.3% of 370,000 active; also: potency is read from the fitted curve at half-maximal effect; % is scaled to controls: 0 for no effect and ±100 for the full control effect; nearly all actives have a fitted effect of over 60% in size; many of its hits are not listed in these tables
#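 cAMP rise read by TR-FRET after 30 min, 37C compound exposure (up to 58 uM) in RXFP1-transfected HEK293 cells with Ro 20174 present. EC50 from Hill-equation fits, with 29 nM porcine relaxin as 100% and buffer as basal.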
# IDH1 R132H inh: inhibitors of human mutant IDH1 R132H; Potency, µM (highest dose often 76.6 µM), for the others: at the highest dose activity change, negative = inhibition, most hits filed as inhibitors; IDH1-R132H enzyme, NADPH consumption, diaphorase/resazurin fluorescence; O75874; 0.093% of 390,000 active; also: potency is read from the fitted curve at half-maximal effect; % is scaled to controls: 0 for no effect and ±100 for the full control effect; nearly all actives have a fitted effect of over 65% in size
#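 IDH1-R132H (0.5 ug/mL dispensed) in pH 7.5 Tris buffer was preincubated 30 min with compound, then given a substrate mix of 0.016 mM NADPH and 2 mM alpha-KG for 80 min at room temperature; remaining NADPH was read by diaphorase/resazurin fluorescence.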
# Numbers without * were called inactive; ? = inconclusive; nt = no result given; [ ] = remark or other dose. Unless noted, calls follow the shape of the dose curve; as a rule, active = well fitted curve in the direction sought with a large enough effect; inconclusive = small, poorly fitted or top-dose-only effect, or another doubt; inactive = no such curve, though single readings can be large; an effect the other way counts as inactive or inconclusive. A portion of the library, so the mix of outcomes need not match the whole.
# Field names: A = PI4K2A inh; B = TrxR1 substrate; C = USP1-UAF1 inh; D = Glioma ERSR ind; E = Vif-APOBEC3F blk; F = Vif-APOBEC3G blk; G = LDHA block; H = RXFP1 agonist; I = IDH1 R132H inh
Cn1c(=O)c2c(ncn2CC(=O)OCC(=O)c2ccc(Cl)cc2)n(C)c1=O
  A: -6 | B: -5% | C: 7% | D: -4% | E: -2% | F: 0% | G: 1 | H: 6.0% | I: 2%

Cc1ccc(NCc2nnc(SC(C)C(=O)N/N=C/c3ccc(C)o3)n2-c2ccccc2)cc1 (centres undefined)
  A: 2 | B: -5% | C: -7% | D: -2% | E: 0% | F: 1% | G: -8 | H: 0.5% | I: 0%

CCCCNc1nc(C)c(C(C)=O)cc1C#N
  A: 2 | B: 0% | C: -13% | D: -1% | E: 0% | F: 0% | G: -13 | H: 5.9% | I: -5%

Cc1cc(C)nc(/N=C(\N)N2CCCCC2)n1
  A: 1 | B: 5% | C: -8% | D: -1% | E: 1% | F: -11% | G: -6 | H: -0.9% | I: 0%

O=C(COc1cccc2ccccc12)NNC(=O)c1cnccn1
  A: 0 | B: -2% | C: -10% | D: -4% | E: 2% | F: -7% | G: 6 | H: 2.3% | I: 2%

O=C1COc2ccc(S(=O)(=O)CCC(=O)N3CCN(c4cccc(C(F)(F)F)c4)CC3)cc2N1
  A: 0 | B: 1% | C: -32% | D: -3% | E: 5% | F: 3% | G: -4 | H: 0.6% | I: -10%

CCCn1c(N)c(N(CCOC)C(=O)c2ccc(F)cc2F)c(=O)[nH]c1=O
  A: -4 | B: 7% | C: ? | D: 2% | E: 0% | F: -1% | G: -6 | H: 0.1% | I: 0%

C=CC[C@@H](CC(=O)OC(C)(C)C)C(=O)OC[C@@H]1CCCN1C(=O)[C@@H](CC=C)CC(=O)N[C@@H](CO)Cc1ccccc1
  A: 4 | B: -2% | C: -23% | D: -1% | E: -1% | F: 2% | G: 4 | H: nt | I: 11%

COc1cccc(C(=O)CSc2nnc(CNc3nc(-c4ccccc4)cs3)n2C)c1
  A: -9 | B: 4%[57.1 µM] | C: -10% | D: -2% | E: -3% | F: 1% | G: -3 | H: 2.6% | I: -1%

O=C(Cn1cnc([N+](=O)[O-])n1)c1ccc(O)c(O)c1
  A: -1 | B: -15% | C: -19% | D: 2% | E: -1% | F: -4% | G: 20 | H: 0.5% | I: 8%

CC12CC(c3ccccc3O1)N(C(=O)c1ccc(Br)o1)C(=O)N2c1ccccc1 (centres undefined)
  A: -3 | B: -1% | C: -3% | D: -5% | E: 1% | F: -4% | G: 3 | H: -0.4% | I: 5%

COc1ccccc1NS(=O)(=O)c1cccc(C(=O)NCC(c2ccc(F)cc2)N2CCOCC2)c1 (centres undefined)
  A: 2 | B: 5%[57.1 µM] | C: -15% | D: -3% | E: 6% | F: 0% | G: -3 | H: 0.9% | I: -2%

COc1cccc(C2C3=C(N=c4s/c(=C\c5ccc(O)cc5)c(=O)n42)c2ccccc2CC3)c1OC (centres undefined)
  A: 2 | B: -8% | C: -20% | D: -4% | E: ? | F: 0% | G: -1 | H: -0.4% | I: -2%

COc1cc(C(=O)Nc2ccc3c(c2)C(=O)N(CCC(=O)O)C3=O)cc(OC)c1OC
  A: -3 | B: -8% | C: -18% | D: -2% | E: 3% | F: 4% | G: -2 | H: 3.3% | I: 3%

O=C1c2ccccc2C(=O)N1CCC(c1ccccc1)c1ccco1 (centres undefined)
  A: -3 | B: -7% | C: -3% | D: 5% | E: 2% | F: ? | G: -8 | H: -1.4% | I: -3%

COc1ccc(/C=C2\Oc3cc(OCC(=O)N4CCC[C@H]4C(=O)O)ccc3C2=O)c(OC)c1OC
  A: -3 | B: 0%[57.1 µM] | C: -14% | D: 0% | E: 3% | F: 2% | G: -2 | H: 2.3% | I: 4%

CC1CCN(C(C(=O)O)c2ccccc2)CC1 (centres undefined)
  A: -1 | B: -6%[57.1 µM] | C: -15% | D: -2% | E: 8% | F: 0% | G: -4 | H: -0.9% | I: 0%

COc1cccc(CNC(=O)C2CCCN(S(=O)(=O)c3c(C)[nH]c(=O)[nH]c3=O)C2)c1 (centres undefined)
  A: 0 | B: 1% | C: 5% | D: -2% | E: -2% | F: 2% | G: -6 | H: -4.2% | I: 1%

COc1ccc(C2=C(SC)CC2=NC(C)(C)C)cc1
  A: 2 | B: -4%[57.1 µM] | C: -5% | D: 2% | E: -9% | F: -2% | G: -3 | H: 2.0% | I: 3%

O=C(COC(=O)Cc1cccc2ccccc12)Nc1ccccc1-c1ccccc1
  A: 3 | B: 2% | C: -20% | D: -1% | E: -11% | F: -1% | G: -1 | H: 0.6% | I: 7%

COCCN(C(=O)c1ccco1)c1nnc(-c2ccc(OC)c(OC)c2)s1
  A: -6 | B: 6% | C: 4% | D: -2% | E: -10% | F: 1% | G: -3 | H: -2.1% | I: -4%

O=C(CCc1ccccc1)Nc1cc(C(=O)O)cc(C(=O)O)c1
  A: 5 | B: 6%[57.1 µM] | C: -12% | D: -3% | E: -17% | F: -6% | G: -5 | H: -1.9% | I: 1%

COCc1c(C(=O)N/N=C/c2ccncc2)nnn1-c1nonc1N
  A: 1 | B: -2% | C: -19% | D: -6% | E: -2% | F: 3% | G: -13 | H: 0.1% | I: -1%

CC(=O)NCc1ccc(C(=O)COC(=O)COc2ccccc2)s1
  A: -2 | B: 0% | C: -26% | D: -5% | E: -1% | F: 1% | G: 3 | H: -0.1% | I: 1%

CCOC(=O)C1(CCc2ccccc2)CCN(Cc2ccn[nH]2)CC1
  A: -5 | B: -4% | C: -11% | D: -3% | E: 4% | F: 1% | G: -8 | H: 0.2% | I: -5%

# (next part)
# Field names: A = PI4K2A inh; B = TrxR1 substrate; C = USP1-UAF1 inh; D = Glioma ERSR ind; E = Vif-APOBEC3F blk; F = Vif-APOBEC3G blk; G = LDHA block; H = RXFP1 agonist; I = IDH1 R132H inh
c1ccc(CCn2cccc2)nc1
  A: -1 | B: 5%[57.1 µM] | C: 2% | D: -2% | E: 10% | F: 0% | G: -6 | H: nt | I: -7%

COc1cc(NC(=O)COCc2cc(-c3ccc4c(c3)OCO4)on2)c(OC)cc1Cl
  A: -2 | B: -2% | C: -26% | D: -2% | E: -15% | F: 0% | G: -12 | H: -0.2% | I: 20%

CS(=O)(=O)N1CCN(c2ccc([N+](=O)[O-])c(NCc3ccc(Cl)cc3)c2)CC1
  A: 4 | B: -11% | C: -26% | D: -13% | E: -8% | F: -29% | G: -2 | H: 6.8% | I: 8%

CNS(=O)(=O)c1cccc(C(=O)OCC(=O)Nc2ccccc2F)c1
  A: 0 | B: 0%[57.1 µM] | C: -18% | D: -4% | E: -22% | F: 0% | G: -5 | H: 0.2% | I: -3%

Nc1ccc(S(=O)(=O)N2CCOCC2)cc1
  A: nt | B: 4% | C: nt | D: -4% | E: nt | F: 5% | G: -7 | H: nt | I: nt

CC1CN(C(=O)CSc2cn(CC(=O)N3CCOCC3)c3ccccc23)CC(C)O1 (centres undefined)
  A: -5 | B: 4% | C: -29% | D: 8% | E: 0% | F: -2% | G: 1 | H: -0.3% | I: 0%

C/C(C/C(C)=C1/SC(=S)NC1=O)=C1\SC(=S)NC1=O
  A: -6 | B: -7%[57.1 µM] | C: ? | D: -4% | E: -8% | F: -4% | G: -34* | H: 8.3% | I: -11%

O=C(COC(=O)CCNS(=O)(=O)c1ccc(Cl)cc1)NCc1ccco1
  A: 2 | B: -6% | C: -6% | D: -3% | E: -1% | F: -7% | G: -2 | H: 2.4% | I: 12%

Cc1ccc2nc(-c3cccnc3)cc(C(=O)Nc3ccc(F)cc3C)c2c1
  A: 0 | B: 4%[57.1 µM] | C: -17% | D: -4% | E: 9% | F: 0% | G: -9 | H: 7.3% | I: -2%

COc1ccc(/C=C/C(=O)NCC(=O)N/N=C/c2cc(Br)ccc2OC)cc1
  A: -10 | B: -10% | C: -9% | D: -2% | E: -3% | F: -2% | G: -1 | H: 0.6% | I: 6%

Cc1ccc(C)c(N2CCN(C(=O)C3CCN(S(=O)(=O)c4cccc5nsnc45)CC3)CC2)c1
  A: -61* | B: -11% | C: -24% | D: -2% | E: 2% | F: 1% | G: 1 | H: 0.0% | I: 0%

# Reprinted at random: four entries already listed
# Field names: A = PI4K2A inh; B = TrxR1 substrate; C = USP1-UAF1 inh; D = Glioma ERSR ind; E = Vif-APOBEC3F blk; F = Vif-APOBEC3G blk; G = LDHA block; H = RXFP1 agonist; I = IDH1 R132H inh
CS(=O)(=O)N1CCN(c2ccc([N+](=O)[O-])c(NCc3ccc(Cl)cc3)c2)CC1
  A: 4 | B: -11% | C: -26% | D: -13% | E: -8% | F: -29% | G: -2 | H: 6.8% | I: 8%

COc1cc(NC(=O)COCc2cc(-c3ccc4c(c3)OCO4)on2)c(OC)cc1Cl
  A: -2 | B: -2% | C: -26% | D: -2% | E: -15% | F: 0% | G: -12 | H: -0.2% | I: 20%

Cc1ccc2nc(-c3cccnc3)cc(C(=O)Nc3ccc(F)cc3C)c2c1
  A: 0 | B: 4%[57.1 µM] | C: -17% | D: -4% | E: 9% | F: 0% | G: -9 | H: 7.3% | I: -2%

Nc1ccc(S(=O)(=O)N2CCOCC2)cc1
  A: nt | B: 4% | C: nt | D: -4% | E: nt | F: 5% | G: -7 | H: nt | I: nt
